NS5 inhibitors = flavivirus cap methylation enzyme inhibition – biochemical, confirmation dose response, primary screen (AID 588689); Dengue-2 NS5 methyltransferase capping enzyme assay, biochemical; higher % means a stronger effect; inhibition, % at 25 µM; hits with a dose series show IC50 in µM; 340,000 compounds, 0.3% hits; in the data active = a potency from the dose series
MgcRacGAP inhibition = MgcRacGAP GTPase-activating activity inhibitors, confirmation, biochemical, ADP Hunter fluorescence; MgcRacGAP-stimulated Rac1 GTP hydrolysis, ADP Hunter fluorescence; higher % means a stronger effect; GST-tagged Rac1 F28L mutant substrate; one-dose inhibition, % at 30 µM; IC50 in µM for titrated hits; 340,000 compounds, 0.6% hits; AID 624330;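 active = first-screen hits whose inhibition reached a set limit at any dose in the follow-up dose series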;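 also: fluorescence reports GDP produced by GAP-driven GTP hydrolysis; strong numbers were not always called active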
The depositor's hits bear a star. An excerpt. The share of hits here may be higher or lower than overall.

SMILES | NS5 inhibitors | MgcRacGAP inhibition
O=C(COC(=O)c1cccnc1Cl)Nc1ccc(N2CCOCC2)cc1 | 2.8% | 12.7%
CCC/C=C/c1ccc(CN2C(C)C(=O)N(Cc3cn(CCOCOC)nn3)CCS2(=O)=O)cc1 (stereo unspecified) | -4.6% | 8.8%
O=C(C1CCCCC1)N1C[C@@H](O)[C@H](n2cc(-c3ccc(F)cc3)nn2)C[C@@H]1c1ccc(Cl)cc1 | -3.5% | 9.3%
Cc1cn([C@H]2C[C@H](O)[C@@H](CNC(=O)[C@H]3CCC(=O)N3)O2)c(=O)[nH]c1=O | 0.6% | -2.1%
COc1cc(C=Cc2nnc3c4ccccc4cnn23)cc(OC)c1OC | 1.1% | 3.4%
CCOC(=O)C1=C(C)NC(C)=C(C(=O)OCC)C1c1cccc([N+](=O)[O-])c1 | -3.5% | 10.8%
CCOC(=O)[C@@H](NC(=O)CC[C@H]1O[C@@H](n2cc(C)c(=O)[nH]c2=O)C[C@@H]1O)C(C)C | -5.5% | 15.6%
COc1ccc(Cl)cc1S(=O)(=O)NC(C)c1cnn(-c2ccccn2)c1C (stereo unspecified) | 2.3% | 9.3%
C[C@@H]1CCCCO[C@H](CN(C)C(=O)Nc2ccccc2)[C@@H](C)CN([C@H](C)CO)C(=O)c2cc(NS(=O)(=O)c3cn(C)cn3)ccc2O1 | -2.3% | 9.1%
COc1ccc(CC(O)CO)cc1OCc1ccccc1 (stereo unspecified) | -2.9% | 8.3%
Cc1cc(=O)c2c(=O)[nH][nH]c2[nH]1 | 1.1% | 11.2%
CCN(CC)S(=O)(=O)c1ccc(N2CCOCC2)c(NC(=O)c2nn(C(C)C)c(=O)c3ccccc23)c1 | 2.3% | 5.0%
Cc1cccc(-c2ocnc2C(=O)Nc2ncc(C)s2)c1 | -1.1% | 9.8%
CCCCN(C)CCCNC(=O)Cn1cc2c(n1)-c1c(oc(C(=O)N3CCCC3)c1C)CC2 | -3.3% | 13.1%
Cn1c(SCC(=O)NC2CCCCC2)nc2c(c1=O)SCC2 | 3.5% | 7.3%
Cc1ccc(S(=O)(=O)NN=C2CC3CC2C2CCCC32)cc1 (stereo unspecified) | -0.6% | 9.6%
Cc1ccc(S(=O)(=O)N(C)C[C@H]2OCc3cn(nn3)CCCC(=O)N([C@@H](C)CO)C[C@@H]2C)cc1 | -1.6% | 10.1%
CCCC1NC(=O)c2cc3ccccc3cc2-n2c1nc1ccc(C)cc1c2=O (stereo unspecified) | 1.6% | 12.3%
COc1ccc(C2CCc3cc(OC)c(OC)cc3C2NC=O)cc1OC (stereo unspecified) | 4.0% | -5.9%
CCC(Sc1nc2ccsc2c(=O)n1CCC(=O)O)C(=O)Nc1ccc(Cl)cc1 (stereo unspecified) | 9.3% | 14.8%
CCN(CC)C(=O)C1=C(C)N(CCCOC)C(=O)C(CC(=O)NCC2CCCCC2)C1 (stereo unspecified) | -1.1% | 13.0%
COc1cc2c(cc1OC)C(=O)C(c1ccc3c(c1)OCO3)CC2 (stereo unspecified) | 0.6% | 2.4%
CCN(CC)c1ccc(NC(=O)COC(=O)CCc2cc(OC)c(OC)c(OC)c2)cc1 | 1.1% | 81.1µM*
O=C1c2ccccc2C(=O)N1N=Cc1ccc2c(c1)OCO2 | -1.7% | 5.5%
Cc1ccc(S(=O)(=O)N(C)c2ccc(C(=O)NCC(c3ccco3)N3CCCC3)cc2)cc1 (stereo unspecified) | -4.4% | 11.9%
Cc1[nH]c2ccccc2c1/C=N\NC(=O)c1ccccc1Cl | 2.9% | 6.0%
COc1cc2c(cc1OC)C(CNC(=O)C=Cc1ccccc1)C2 (stereo unspecified) | 5.8% | 8.2%
CCC1=NN(C(=O)c2ccccc2[N+](=O)[O-])C(O)(c2ccccc2)C1 (stereo unspecified) | -1.1% | -9.5%
Cc1cccc(CCNC(=O)C2CC(O)CN2C(=O)Nc2ccccc2)c1 (stereo unspecified) | -0.6% | -32.5%
CCOc1ccccc1C=C1CCc2ccccc2C1=O | 2.3% | 3.4%
CCOc1ccccc1C(=O)Nc1nnc(SCC(=O)N2CCCC2)s1 | 2.2% | 13.2%
COc1ccc(-n2nc3ccc(N)cc3n2)cc1 | 5.5% | 7.3%
Cc1nc(N/N=C/c2cccnc2)cc(N2CCOCC2)n1 | 6.3% | -2.0%
CCN(CC)C(=O)C1=C(C)N(Cc2ccc(OC)cc2)C(=O)C(CC(=O)NCc2cccs2)C1 (stereo unspecified) | 1.7% | 11.8%
O=c1c2ccccc2nnn1CCc1ccccc1 | -2.9% | 4.7%
CCOC(=O)C1(COCc2ccccc2)CCCCC1=O (stereo unspecified) | 6.9% | 3.2%
O=C(COC(=O)COc1ccc(Cl)cc1)Nc1cccnc1Cl | 1.1% | 4.2%
C[C@H](CO)N1C[C@H](C)[C@H](CN(C)C(=O)Nc2ccc(F)cc2)OCc2cnnn2CCCC1=O | 0.0% | 9.8%
C[C@H](CO)N1C[C@H](C)[C@@H](CN(C)C(=O)Nc2ccc(C(C)(C)C)cc2)OCc2cnnn2CCCC1=O | 0.0% | 12.2%
COc1ccc(Cl)cc1N(CC(=O)NCc1ccccn1)S(=O)(=O)c1ccc(C)cc1 | -0.6% | 6.3%
Cn1c(=O)c2c(-c3ccccc3)n(-c3ccccc3S)cc2n(C)c1=O | -2.9% | 5.9%
COc1cc2c(cc1OC)C(O)=CC(=O)C2=O | 8.6% | 4.2%
COc1cccc(-c2n[nH]nc2C2=CC(=O)C[C@H](c3ccc(F)cc3)C2)c1 | 2.8% | 3.3%
C[C@@H]1CN([C@H](C)CO)C(=O)c2cc(C#CC3CCCCC3)cnc2O[C@H]1CN(C)Cc1cccnc1 | -2.2% | 17.3%
CC1CCC2(CC1)NC(=O)N(CC(=O)NCc1ccco1)C2=O (stereo unspecified) | -4.4% | 9.6%
COc1ccc(NC(=O)N(C)C[C@@H]2Oc3cc(C#CCN(C)C)ccc3S(=O)(=O)N([C@H](C)CO)C[C@H]2C)cc1 | 3.4% | 15.0%
CCN(CC)C(=O)C1=C(C)N(CCCOC)C(=O)C(CC(=O)NC(c2ccccc2)c2ccccc2)C1 (stereo unspecified) | -1.7% | 12.2%
CC1CN(C(=O)COC(=O)c2cncc(Br)c2)CC(C)O1 (stereo unspecified) | -1.7% | 9.8%
CCCC(=O)NC(c1cccc([N+](=O)[O-])c1)c1ccc2cccnc2c1O (stereo unspecified) | 13.7% | 11.3%
O=S1(=O)CCN(C2CCCCCC2)CC1 | 2.3% | 2.9%

Reformatted with values under each structure: entries from further up.
Values run as follows: NS5 inhibitors	MgcRacGAP inhibition
CCOC(=O)C1(COCc2ccccc2)CCCCC1=O (stereo unspecified)
 : 6.9%	3.2%
O=C(COC(=O)COc1ccc(Cl)cc1)Nc1cccnc1Cl
 : 1.1%	4.2%
C[C@H](CO)N1C[C@H](C)[C@H](CN(C)C(=O)Nc2ccc(F)cc2)OCc2cnnn2CCCC1=O
 : 0.0%	9.8%
C[C@H](CO)N1C[C@H](C)[C@@H](CN(C)C(=O)Nc2ccc(C(C)(C)C)cc2)OCc2cnnn2CCCC1=O
 : 0.0%	12.2%
COc1ccc(Cl)cc1N(CC(=O)NCc1ccccn1)S(=O)(=O)c1ccc(C)cc1
 : -0.6%	6.3%
Cn1c(=O)c2c(-c3ccccc3)n(-c3ccccc3S)cc2n(C)c1=O
 : -2.9%	5.9%
COc1cc2c(cc1OC)C(O)=CC(=O)C2=O
 : 8.6%	4.2%
COc1cccc(-c2n[nH]nc2C2=CC(=O)C[C@H](c3ccc(F)cc3)C2)c1
 : 2.8%	3.3%
C[C@@H]1CN([C@H](C)CO)C(=O)c2cc(C#CC3CCCCC3)cnc2O[C@H]1CN(C)Cc1cccnc1
 : -2.2%	17.3%
CC1CCC2(CC1)NC(=O)N(CC(=O)NCc1ccco1)C2=O (stereo unspecified)
 : -4.4%	9.6%
COc1ccc(NC(=O)N(C)C[C@@H]2Oc3cc(C#CCN(C)C)ccc3S(=O)(=O)N([C@H](C)CO)C[C@H]2C)cc1
 : 3.4%	15.0%
CCN(CC)C(=O)C1=C(C)N(CCCOC)C(=O)C(CC(=O)NC(c2ccccc2)c2ccccc2)C1 (stereo unspecified)
 : -1.7%	12.2%

New compounds follow
SMILES | NS5 inhibitors | MgcRacGAP inhibition
C=CCn1c(SCC(=O)NC2CCCC2)nc2ccccc21 | -5.5% | 20.9%
CC(Sc1ccc(S(=O)(=O)N2CCCCC2)cn1)C(N)=O (stereo unspecified) | -3.9% | 2.6%
O=C1c2sccc2-c2cccc3cccc1c23 | 23.6% | 18.3%
CCCNC(=O)N(C)C[C@@H]1Oc2cc(C#C[C@H](C)O)ccc2S(=O)(=O)N([C@H](C)CO)C[C@H]1C | 0.0% | 6.5%
CC(=O)c1c(C)[nH]c(C(=O)NCc2ccc(Cl)cc2)c1C | 1.6% | 3.9%
Cc1ccn(CC(=O)NC2CCCN(Cc3ccccc3F)C2)n1 (stereo unspecified) | 6.3% | 3.2%
COc1ccccc1N1CCN(CCC(=O)Nc2cccc(F)c2)CC1 | -1.1% | 16.2%
C[C@H](CO)N1C[C@H](C)[C@H](CN(C)Cc2ccncc2)Oc2ncc(Br)cc2C1=O | -4.6% | 6.3%
Cc1cc2cc3n(c2nn1)N=C(Cl)CC3 | 6.3% | 8.6%
O=C(CN1C(=O)CSc2ccc(S(=O)(=O)N3CCOCC3)cc21)NCc1c(F)cccc1Cl | -6.8% | 7.9%
Cc1ccc(S(=O)(=O)N2C[C@]3(O)C[C@@H]4C(=O)N(c5ccccc5)C(=O)[C@@H]4C[C@]3(OC(=O)NCc3ccco3)C2)cc1 | -4.6% | 2.1%
C[C@H]1CN(C2CCCCC2)C(=O)[C@@H]1CC(=O)Nc1ccccc1 | -4.4% | 14.2%
CCN(CC)C(=O)C1=C(C)N(CCCN2CCCC2=O)C(=O)C(CC(=O)NC2CCCC2)C1 (stereo unspecified) | 0.6% | 13.7%
C[C@@H]1CCCCO[C@@H](CN(C)Cc2ccc(Cl)c(Cl)c2)[C@@H](C)CN([C@H](C)CO)C(=O)c2cc(NC(=O)CCC(F)(F)F)ccc2O1 | -1.1% | 11.9%
Nc1nc(SCc2ccccc2)sc1C(=O)N1CCCCC1 | -3.4% | 4.4%
CNC(=O)C[C@H]1C(=O)N(c2ccc(Br)cc2)C[C@@H]1CSC | -3.9% | 15.1%
O=C1CSc2ccc(C(=O)N3CCCCC3)cc2N1 | -13.7% | 18.8%
COc1ccc(N(CC(=O)N2CCN(c3ccccc3)CC2)S(=O)(=O)c2ccccc2)cc1 | 2.8% | 8.3%
C[C@H]1CN([C@@H](C)CO)C(=O)c2cc(Br)cnc2O[C@@H]1CN(C)S(=O)(=O)c1ccccc1 | -0.6% | 18.1%
C[C@H](CO)N1C[C@H](C)[C@@H](CN(C)S(=O)(=O)c2ccc(F)cc2)OCc2cn(nn2)CCCC1=O | -1.7% | 10.5%
CCOC(=O)C(N=Nc1nn[nH]n1)C(C)=O (stereo unspecified) | -0.6% | 14.3%
CCc1nnc(NC(=O)Cc2ccc(OC)c(S(=O)(=O)N3CCOCC3)c2)s1 | -4.4% | 15.2%
O=C(CSc1ncccn1)NC(=O)NC1CCCC1 | -4.4% | 1.0%
Cc1cccc(S(=O)(=O)N(C)C[C@H]2OCc3cnnn3CCCC(=O)N([C@H](C)CO)C[C@H]2C)c1 | -7.0% | 9.0%
CC1(C)CC2(OC2c2ccccc2[N+](=O)[O-])C(=O)c2ccccc21 (stereo unspecified) | 5.2% | 10.1%
CCc1ccc(N2CC(C(=O)Nc3ccccc3N3CCCC3)CC2=O)cc1 (stereo unspecified) | 0.6% | 11.0%
C[C@H]1CN([C@@H](C)CO)C(=O)c2cc(Br)cnc2O[C@@H]1CN(C)C(=O)C1CCC1 | -1.6% | 8.7%
CC1CCCCN1CCCNC(=O)c1ccc2c(c1)NC(=O)CN2C (stereo unspecified) | 2.2% | 26.4%
Cc1c(NS(=O)(=O)c2cc(C(=O)OCC(=O)c3ccccc3F)ccc2Cl)c(=O)n(-c2ccccc2)n1C | 6.0% | 17.9%
C/C(=N/NC(=O)c1nnn(-c2nonc2N)c1CSc1ccc(Cl)cc1)c1ccncc1 | -1.1% | 11.2%

In a second layout: 2 of the compounds above.
smiles	NS5 inhibitors	MgcRacGAP inhibition
CC1CCCCN1CCCNC(=O)c1ccc2c(c1)NC(=O)CN2C (stereo unspecified)	2.2%	26.4%
Cc1c(NS(=O)(=O)c2cc(C(=O)OCC(=O)c3ccccc3F)ccc2Cl)c(=O)n(-c2ccccc2)n1C	6.0%	17.9%

Continued:
SMILES | NS5 inhibitors | MgcRacGAP inhibition
C[C@@H]1CN([C@@H](C)CO)S(=O)(=O)c2ccc(Br)cc2O[C@@H]1CN(C)C(=O)c1ccncc1 | -6.4% | 7.5%
CCCc1c(C(=O)N/N=C/c2ccc(OCc3ccccc3)cc2)nnn1-c1nonc1N | -7.1% | 19.2%
O=c1[nH]cc(CCc2ccccc2)c(=O)[nH]1 | 4.0% | 12.4%
CCCCCCN1C[C@@H](O)[C@H](n2cc(COC(=O)c3ccccc3)nn2)C[C@@H]1c1ccccc1 | -6.4% | 9.2%
COc1ccccc1-c1n[nH]nc1C1=CC(=O)C[C@H](c2ccc(F)cc2)C1 | 4.0% | 5.2%
COc1cc2ccc(C(C)=O)c(O)c2cc1OC | 2.3% | 8.8%
COc1ncnc2c1ncn2CCCNCc1ccccn1 | -3.3% | 12.9%
CC1=C(C(=O)N2CCOCC2)CC(CC(=O)NC2CCCCC2)C(=O)N1Cc1ccccc1 (stereo unspecified) | 0.6% | 12.8%
Cc1ccccc1Nc1nc(N)nc(COC(=O)c2ccc3c(c2)OCCO3)n1 | 1.1% | 12.6%
Cc1ccc(NC(=O)C(C)Sc2nnc3n2CCCCC3)cc1S(=O)(=O)N1CCOCC1 (stereo unspecified) | 6.0% | 14.6%
Cc1ccc(-c2nc3ccc(Cl)cn3c2CC(C)(C)C)cc1 | 0.0% | -0.8%
Cc1noc(C)c1CCC(=O)Nc1cc(Cl)ccc1C(=O)O | -1.1% | 4.5%
O=C(c1ccc(Br)cc1)N1CCN(c2ccccn2)CC1 | 9.3% | 12.8%
